All columns: NCI-60 one-dose screen, growth in % after 48 h at 10 µM unless noted; 100 = growth as untreated, 0 = no growth, -100 = all killed.
HS 578T = HS 578T breast cancer | actives 4.1% (n = 78,000) | AID 1794788
MDA-MB-468 = MDA-MB-468 breast cancer; AID 2202374; actives 8.5% (n = 78,000)
MDA-MB-231 = MDA-MB-231 breast cancer; actives 5% (n = 81,000); AID 1794789
BT-549 = BT-549 breast cancer; actives 4.4% (n = 78,000); AID 1794793
MALME-3M = MALME-3M melanoma | AID 1794766 | actives 5.8% (n = 78,000)
MCF7 = MCF7 breast cancer | actives 6.3% (n = 82,000) | AID 1794796
T-47D = T-47D breast cancer; actives 5% (n = 79,000)
LOX IMVI = LOX IMVI melanoma. actives 7.4% (n = 79,000). AID 1794757
* = called active by the depositor; x = not tested or not shown; & = joins results of further samples. The calls were made as follows: active = growth percent below 10; inactive = the rest. Compounds were not picked by outcome; 12% or so of the library scored in one or more.

SMILES	HS 578T	MDA-MB-468	MDA-MB-231	BT-549	MALME-3M	MCF7	T-47D	LOX IMVI
CC/C=C\C[C@H](O)C/C=C1\CC(CCO)=CC1=O	89.9	101.6	106.9	110.8	97.6	100.3	101.0	102.5
Nc1[nH]nc2ncn3c4ccccc4nc3c12	100.2	90.6	107.1	103.5	102.1	96.5	101.0	107.7
O=S(=O)(NCCCNc1nccc(-c2c(-c3ccc(F)c(O)c3)nc3sccn23)n1)c1ccc(F)cc1	3.2*	-0.2*	-23.1*	26.7	-14.7*	4.1*	-1.9*	2.2*
COc1ccc2nc3cc(Cl)ccc3c(NCCCNCCO)c2c1	6.2*	-34.1*	-53.8*	5.7*	17.8	-18.6*	x	-59.7*
Nc1cccc(N=Nc2c(S(=O)(=O)O)cc3cc(NC(=O)Nc4ccc5c(O)c(N=Nc6cccc(N)c6)c(S(=O)(=O)O)cc5c4)ccc3c2O)c1	106.3	105.6	106.7	123.2	103.4	102.7	84.8	99.5
CC(=O)CC(=O)NCc1ccccc1	114.8	126.4	97.7	107.9	98.4	88.0	97.8	104.6
COc1ccc(NC(=O)N/N=C/c2c[nH]c3ccccc23)cc1	27.1	16.4	44.7	19.1	61.9	16.8	43.3	28.0
CCN(CC)c1ccc(C2CC(c3cc(OC)c(OC)c(OC)c3)=NN2)cc1 (stereo unspecified)	-13.3*	x	31.7	-2.7*	107.6	6.9*	29.9	40.5
Cc1ccc(NC(=O)CCS)cc1	129.7	114.8	97.6	95.9	105.6	89.6	117.3	103.3
CC(=O)[C@@]1(O)CCC2C3CCC4=CC(=O)CC[C@]4(C)C3CC[C@@]21C (stereo partly specified)	101.5	x	116.5	101.2	98.2	106.2	97.2	98.1
CCOC(=O)[C@@H](CSSCCOC(=O)Oc1ncc(F)c(=O)[nH]1)NC(=O)[C@H](C)c1ccc2cc(OC)ccc2c1	106.6	116.9	106.5	125.5	92.0	91.2	87.6	93.6
O=C(O)c1ccc(C(=O)O)c(O)c1O	114.0	115.4	111.5	112.3	125.3	109.1	99.0	99.2
C=C[C@@]1(C)CC(=O)[C@@H](C(C)(C)c2cn(C)c3ccc(Br)cc23)C[C@@H]1O[Si](C)(C)C(C)(C)C	112.1	100.2	96.6	110.5	92.2	80.1	89.6	90.4
C/C(=N\N1C(=O)c2ccccc2NC1c1ccc(N(C)C)cc1)c1c(O)cc(C)oc1=O (stereo unspecified)	97.4	96.6	101.6	108.4	101.1	94.1	98.1	99.1
Cc1ncc([N+](=O)[O-])n1CC(C)O (stereo unspecified)	108.6	115.9	103.7	102.8	99.9	93.6	99.1	101.1
CC1(C)NC2=C(C(Nc3cccnc3)N1)C(c1ccc(Cl)cc1Cl)C(C(=O)c1ccc(N=[N+]=[N-])cc1)O2 (stereo unspecified)	100.6	125.1	96.3	94.8	97.0	99.4	101.5	x
COc1c(O)cc(Br)c(C=O)c1[N+](=O)[O-]	97.6	109.4	105.9	93.9	87.9	91.7	95.7	93.0
CCCC(N)=O	115.0	109.0	105.7	120.2	99.3	93.3	108.3	107.4
O=C(O)c1ccc(Cl)cc1Nc1ccc(F)cc1	94.3	27.9	70.4	32.5	x	76.7	78.7	43.1
COC(=O)c1ccc(Cn2cc(CSc3nc4ccccc4o3)nn2)cc1	104.3	125.0	110.0	110.2	94.5	92.4	88.3	98.5
CCc1cc(N)c(S(=O)(=O)O)cc1Cl	99.2	x	109.8	94.1	113.8	101.2	104.1	108.7
CCOCCOC(=O)Nc1ccc(C)c(NC(=O)OCCOCC)c1	107.4	95.0	108.1	103.7	102.4	98.5	105.3	102.7
O=C(COc1ccc(-c2nc3ccc([N+](=O)[O-])cc3[nH]2)cc1)N=Nc1c(O)[nH]c2ccccc12	102.7	99.7	104.0	108.4	97.6	104.6	103.7	98.1
Cc1nc2ncc(C(=O)N/N=C/c3ccc(O)cc3)c(=O)n2[nH]1	x	106.0	102.3	100.8	107.4	98.6	95.9	101.7
Cc1occc1-c1nnc(SCC(=O)Nc2ncc(Cc3ccccc3)s2)n1N1C(=O)CSC1=S	80.6	102.9	109.3	96.1	101.8	96.8	75.8	88.9
Later entries:
SMILES	HS 578T	MDA-MB-468	MDA-MB-231	BT-549	MALME-3M	MCF7	T-47D	LOX IMVI
Cc1ccc(Cl)cc1NCN1C(=O)c2ccccc2C1=O	106.8	103.0	92.2	94.0	97.3	99.1	97.7	104.8
CS(=O)C1=NCC(c2c(N)n[nH]c2-c2ccc(Cl)cc2)=N1 (stereo unspecified)	112.3	x	93.2	83.3	84.0	97.4	65.0	91.2
O=C(CSc1ccc2nnc(-c3cccc(F)c3)n2n1)Nc1ccc2c(c1)OCO2	76.4	23.0	48.9	88.3	81.0	36.4	56.2	61.1
N#Cc1cccc(NS(=O)(=O)c2ccc(-c3ccc(Cl)cc3Cl)cc2)c1	88.8	72.1	86.5	76.7	108.8	82.5	53.3	91.4
CCOC(=O)/C(C#N)=C\c1ccc(Cl)c(Cl)c1	x	95.3	116.6	110.9	106.1	105.1	114.6	97.6
CN1CCC(=C2c3ccccc3Sc3ccccc32)CC1	85.4	56.7	93.2	86.2	81.8	98.6	96.8	85.9
COc1ccc(-c2c(C)noc2-c2ccc(O)cc2O)cc1	105.5	77.8	107.6	112.4	103.5	67.6	86.9	x
CC(C)C[C@H](NC(=O)[C@@H](Cc1ccccc1)n1ccc(Nc2ccccc2)cc1=O)B(O)O	22.8	-19.8*	-24.8*	-10.5*	-39.1*	21.1	-15.4*	-66.7*
Cc1ccc(-c2cc(-c3ccccn3)[nH]c(=O)c2C#N)cc1	108.5	102.4	98.4	101.5	104.3	94.4	89.2	97.3
CC(O)C(O)C(O)C(O)/C=N\Nc1ccccc1 (stereo unspecified)	x	97.3	67.9	98.8	102.4	91.2	71.7	92.3
CCN(CC)C(=O)C(c1ccccc1)S(=O)(=O)N1CCOCC1 (stereo unspecified)	107.2&101.5	113.6&91.0	110.2&109.0	113.0&109.8	115.0&95.0	98.8&99.4	96.7&99.1	98.7&100.0
O=c1c2ccccc2n2cnc3ccc(Cl)c1c32	84.8	79.1	90.7	75.4	90.7	75.0	54.4	62.8
CCc1c(C(=O)NCc2c(O)ccc3cccc(O)c23)[nH]c(C)c1C(C)=O	35.0	18.5	48.3	34.5	37.4	11.6	9.1*	16.2
CCn1c(SCC(=O)N/N=C/c2ccc(F)cc2)nc2c1c(=O)n(C)c(=O)n2C	96.8	104.8	102.4	98.2	97.8	97.0	94.6	96.7
COc1ccc(/C=N/NC(=O)c2cccnc2)c(OC)c1OC	107.9	107.9	107.1	102.6	106.0	93.0	96.6	100.8
Nc1nnc(-c2cc(=O)oc3ccc4ccccc4c23)s1	94.8	96.3	102.9	100.3	102.0	96.0	99.6	97.1
COc1ccc(N=C2OC(=O)c3ccccc32)cc1	78.8	88.3	99.9	79.6	113.7	97.2	81.9	94.9
CC(C)Cc1ccccn1	98.2	108.1	106.0	95.0	99.0	93.7	89.6	95.8
COc1ccc(-c2nn(-c3ccccc3)cc2-c2nc3ccccc3[nH]2)cc1	99.6	100.3	85.5	98.9	115.6	86.9	91.3	100.6
COc1ccc(C(=O)C[n+]2cccc3cc[nH]c32)cc1OC	103.8	99.0	103.2	104.4	98.4	99.1	104.8	95.9
Nc1nc(SCC2(CCl)COC2)c2[nH]cnc2n1	89.4	108.4	103.7	91.2	88.8	86.4	100.4	95.8
O=C(/C=C\c1ccc2c(c1)OCO2)/C=C/c1ccc2c(c1)OCO2	x	20.3	x	67.2	98.2	13.2	75.6	x
CCOC(=O)c1cn2ncnc(Oc3ccc(NC(=O)NCCN4CCOCC4)c(Cl)c3)c2c1C	91.4	85.1	100.4	96.5	91.5	88.5	80.6	99.7
COc1ccc(Cc2n[nH]c(=S)n2-c2ccc(Cl)cc2)cc1	104.1	x	97.1	100.0	89.3	98.8	97.1	98.2
COC(=O)/C=C/c1cn(Cc2ccccc2)c2ccc(Br)cc12	87.5	x	88.7	97.5	68.2	46.7	51.2	82.4

A draw from above in order of number of heavy atoms, largest number first:
SMILES	HS 578T	MDA-MB-468	MDA-MB-231	BT-549	MALME-3M	MCF7	T-47D	LOX IMVI
CCOC(=O)c1cn2ncnc(Oc3ccc(NC(=O)NCCN4CCOCC4)c(Cl)c3)c2c1C	91.4	85.1	100.4	96.5	91.5	88.5	80.6	99.7
CCn1c(SCC(=O)N/N=C/c2ccc(F)cc2)nc2c1c(=O)n(C)c(=O)n2C	96.8	104.8	102.4	98.2	97.8	97.0	94.6	96.7
O=C(/C=C\c1ccc2c(c1)OCO2)/C=C/c1ccc2c(c1)OCO2	x	20.3	x	67.2	98.2	13.2	75.6	x
COc1ccc(/C=N/NC(=O)c2cccnc2)c(OC)c1OC	107.9	107.9	107.1	102.6	106.0	93.0	96.6	100.8
COc1ccc(Cc2n[nH]c(=S)n2-c2ccc(Cl)cc2)cc1	104.1	x	97.1	100.0	89.3	98.8	97.1	98.2
CS(=O)C1=NCC(c2c(N)n[nH]c2-c2ccc(Cl)cc2)=N1 (stereo unspecified)	112.3	x	93.2	83.3	84.0	97.4	65.0	91.2
COc1ccc(N=C2OC(=O)c3ccccc32)cc1	78.8	88.3	99.9	79.6	113.7	97.2	81.9	94.9
CC(O)C(O)C(O)C(O)/C=N\Nc1ccccc1 (stereo unspecified)	x	97.3	67.9	98.8	102.4	91.2	71.7	92.3
CCOC(=O)/C(C#N)=C\c1ccc(Cl)c(Cl)c1	x	95.3	116.6	110.9	106.1	105.1	114.6	97.6
CC(C)Cc1ccccn1	98.2	108.1	106.0	95.0	99.0	93.7	89.6	95.8

Continuation:
SMILES	HS 578T	MDA-MB-468	MDA-MB-231	BT-549	MALME-3M	MCF7	T-47D	LOX IMVI
CCCCCCCCCCCCCCCCCCNCc1ccc(Cl)cc1	-48.7*	-71.9*	-72.9*	38.5	-57.6*	-71.2*	9.3*	-74.6*
O=C(C[n+]1cccc2ccccc21)c1ccccc1	96.0	107.6	92.8	92.8	87.9	92.1	90.4	92.6
COC(=O)C(N)CCCCNC(c1ccccc1)(c1ccccc1)c1ccccc1 (stereo unspecified)	90.7	92.9	97.2	x	116.5	93.3	101.1	97.4
Clc1cccc(N=C2CCCCC2)c1	x	103.5	105.9	103.5	96.9	103.7	92.3	94.0
CN(C)N=Nc1ccc2cnn(C(=O)Nc3ccc(Cc4ccccc4)cc3)c2c1	98.7	104.7	99.9	94.7	117.9	89.3	91.6	104.4
CC(Nc1ccc(S(=O)(=O)Nc2ncccn2)cc1)c1ccc2cccnc2c1O (stereo unspecified)	112.5	95.4	117.2	103.0	x	80.5	91.5	95.7
N#Cc1cccc(-c2nc(N)n(-c3nc4ccccc4s3)n2)c1	97.7	101.1	87.2	104.2	95.0	77.7	x	102.3
O=C(Nc1ccccc1[N+](=O)[O-])c1ccc(Cl)c(Cl)c1	87.8	65.7	93.2	85.6	93.5	52.0	54.9	85.9
CC(C)C1=C[C@@]23CC[C@H]4C(C)(C(=O)NCCCCCCN)CCC[C@]4(C)[C@H]2C[C@@H]1[C@H]1C(=O)CCC(=O)[C@H]13 (stereo partly specified)	100.1	101.3	99.9	121.3	114.3	86.8	90.1	94.0
CC(C)(CNc1ccccc1)[N+](=O)[O-]	106.7	99.2	112.2	114.5	107.9	102.9	104.5	105.3
Cc1ccc(C(C)C)cc1OCO	107.8	x	122.4	109.9	126.2	99.1	96.8	99.6
CC1Cc2c(Cl)ncnc2N(C)c2ccc(F)cc21 (stereo unspecified)	64.1	64.5	98.9	108.4	91.3	97.9	92.5	92.3
O=C(Nc1cc(=O)[nH]c(SCC(=O)N2CCN(c3cc4c(cc3F)c(=O)c(C(=O)O)cn4C3CC3)CC2)n1)c1ccc(Cl)cc1	98.1	104.0	96.4	102.6	101.8	98.8	91.5	95.8
COc1ccc(-c2c[nH]c(C(=O)O)c2-c2cc(OC)cc(OC)c2)cc1	103.6	101.6	110.5	107.8	99.4	87.3	89.5	100.3
COc1cc(NCC(=O)Nc2cc(Nc3c(F)cccc3F)ncn2)c(Cl)c(OC)c1Cl	94.7	105.3	86.0	90.3	92.4	90.0	101.1	90.2
O=C(Nc1ccccc1)OCCOc1ccc(Cl)cc1Cl	89.6&110.6	109.7&98.3	111.0&99.7	101.3	105.1	89.0&92.3	97.8&94.1	92.8
O=C1C=C(OCC=C(Cl)Cl)C(=O)c2ccccc21	55.5	41.5	84.7	78.6	80.9	26.6	38.9	28.8
CC(=O)/C(C)=N/O	103.0&121.1	98.9&104.3	107.0&115.1	96.4&112.2	84.9&94.0	91.8&97.7	90.6&92.6	105.9&99.9
N/N=c1\nc2c(cnn2-c2ccccc2)c2[nH]n3c(C(F)(F)F)nnc3[nH]n12	85.4	94.4	94.3	100.8	88.6	103.0	98.0	102.6
COc1cc2nc(-c3ccc(Cl)cc3)cc(OCCN3CCOCC3)c2cc1OC	100.5	104.5	89.1	91.2	111.6	103.2	88.3	87.7
Fc1cccc(-n2ncc3c(Nc4ccc(OCc5ccccc5)cc4)ncnc32)c1	87.4	95.8	92.2	94.5	93.7	82.9	71.0	93.4
Cc1c(C(c2ccccc2)c2[nH]c3ccccc3c2C)[nH]c2ccccc12	91.2	86.4	69.6	78.2	102.6	101.6	61.1	88.4
Cc1ccc(S(=O)(=O)NC(=O)NN2CC3CCCC3C2)cc1 (stereo unspecified)	110.3&116.2	107.7&101.8	108.6&106.2	110.0&106.2	92.6&93.7	97.9	88.0&102.2	98.6&97.0
COc1ccc(C(SCCNCc2cc(N(C)C)ccn2)(c2ccccc2)c2ccccc2)cc1	-23.1*	-58.2*	-33.4*	-13.4*	-91.4*	-48.5*	-9.5*	-98.9*

Screens as filed in PubChem.
